Screening results deposited in PubChem BioAssay by NCI.
Growth percent in the NCI-60 one-dose screen (48 h, 10 µM unless noted): 100 = growth as untreated, 0 = no growth, -100 = all killed.
MALME-3M = MALME-3M melanoma. 78,000 tested, 5.8% active. AID 1794766
LOX IMVI = LOX IMVI melanoma; AID 1794757; 79,000 tested, 7.4% active
HS 578T = HS 578T breast cancer; 78,000 tested, 4.1% active; AID 1794788
BT-549 = BT-549 breast cancer. 78,000 tested, 4.4% active. AID 1794793
UACC-62 = UACC-62 melanoma. AID 1794756. 81,000 tested, 5.4% active
T-47D = T-47D breast cancer; 79,000 tested, 5% active; AID 1794792
UACC-257 = UACC-257 melanoma | 78,000 tested, 4.4% active | AID 1794764
MCF7 = MCF7 breast cancer. 82,000 tested, 6.3% active
Starred values were filed as active, the others as inactive; . = no result given. How the source made its calls: active means growth percent below 10; inactive means the rest.

| canonical_smiles | T-47D | UACC-62 | MCF7 | LOX IMVI | BT-549 | MALME-3M | UACC-257 | HS 578T |
| --- | --- | --- | --- | --- | --- | --- | --- | --- |
| CC1SC(c2ccc(Cl)cc2)N(CCc2cccs2)C1=O (stereo unspecified) | 9.5* | -46* | 2.7* | -85* | -39* | -33* | -29* | -16* |
| Nc1nnc(-c2cncc(Br)c2)c(-c2c[nH]c3ccc(Cl)cc23)n1 | 34 | 74 | 75 | 77 | 96 | 99 | 108 | 77 |
| O=C(CCC1CCCCC1)OCc1ccccc1 | 100 | 107 | 97 | 100 | 97 | 105 | 125 | 99 |
| CCCCc1ccc(NC(=O)Nc2sc3c(c2C#N)CCCC3)cc1 | 92 | 43 | 92 | 57 | 101 | 98 | 97 | 96 |
| Cc1ccc(-c2ccc(F)cc2)n1-c1ccc(F)cc1 | 61 | 48 | 70 | 65 | 77 | 78 | 76 | 79 |
| Nc1c(C(=O)Nc2ccccc2)n(CCCc2ccccc2)c2nc3c(cc12)CCCC3 | 71 | 78 | 79 | 89 | 101 | 106 | 109 | 91 |
| CCn1c(-c2nonc2Nc2ccc(OC)cc2)nc2ccccc21 | 97 | 96 | 110 | 107 | 103 | 120 | 104 | 97 |
| CCCCCCNC(=O)N/C=C(/C#N)C(N)=O | 96 | 99 | 94 | 96 | 105 | 103 | . | 102 |

As entered above.
Under MALME-3M, CC1SC(c2ccc(Cl)cc2)N(CCc2cccs2)C1=O (stereo unspecified) reads -33*
Under LOX IMVI, CCCCCCNC(=O)N/C=C(/C#N)C(N)=O reads 96
Under HS 578T, CCn1c(-c2nonc2Nc2ccc(OC)cc2)nc2ccccc21 reads 97
Under T-47D, Nc1c(C(=O)Nc2ccccc2)n(CCCc2ccccc2)c2nc3c(cc12)CCCC3 reads 71

Going on with the list.
| canonical_smiles | T-47D | UACC-62 | MCF7 | LOX IMVI | BT-549 | MALME-3M | UACC-257 | HS 578T |
| --- | --- | --- | --- | --- | --- | --- | --- | --- |
| CCOC(=O)/C=C1/S/C(=N/NC(=O)COc2cc(=O)n(C)c3ccccc23)N(c2ccccc2)C1=O | 96 | 94 | 101 | . | 105 | 90 | 95 | 105 |
| C/C(=N/NC(N)=S)c1ccc(Nc2nc(SC(C)C)nc(-c3ccccc3)c2C#N)cc1 | 98 | 102 | 86 | 80 | 102 | 93 | 105 | 69 |
| COc1ccc(-c2cc(CCCCO)on2)cc1[N+](=O)[O-] | 94 | 88 | 104 | 101 | 99 | 107 | 114 | 100 |
| COc1ccc2c(c1)C(Sc1ccc(Cl)cc1)c1c(nc(N)c(C#N)c1N)O2 (stereo unspecified) | 55 | 64 | 27 | -2.6* | 12 | 82 | 104 | 46 |
| COc1ccc2nc(-c3ccccc3)cc(C(C)=O)c2c1 | 70 | 91 | 73 | 92 | 94 | 86 | 100 | 94 |
| O=c1[nH]c2ccccc2cc1-c1nc2ccncc2[nH]1 | 78 | 80 | 57 | 82 | 91 | 113 | 111 | 76 |
| Cc1nn(-c2ccc(Cl)cc2)c(=O)n1CCN1C(=O)CSC1=O | 53 | 67 | 78 | . | 76 | 111 | 100 | 93 |
| CC(=O)O[C@@H]1CCN2C(=O)Nc3ccccc3[C@@H]2C1 | 91 | . | 91 | 101 | 108 | 92 | . | 116 |
| CC(=O)c1ccc(Nc2nc(Cl)nc(Oc3c(Cl)cccc3Cl)n2)cc1 | 80 | 81 | 75 | 88 | 85 | 83 | 95 | 74 |
| O=C1S/C(=C\c2ccccn2)C(=O)N1Cc1cc2ccccc2nc1Cl | 112 | 99 | 102 | 99 | 118 | 101 | 105 | 103 |
| CCCCNC(=O)/C(=C\c1ccc(OC)c(OC)c1)NC(=O)c1ccccc1 | 95 | 97 | 100 | 89 | 107 | 89 | 98 | 106 |
| CC(C)C1=NOC(=O)C1=Cc1cn(-c2ccccc2)nc1-c1ccc(F)cc1 | 77 | 75 | 51 | 6.2* | 121 | 91 | 91 | 50 |
| COc1cnc2c(c1)C(=O)c1c-2n(CCCNC(C)C)c(=O)c2cc(F)ccc12 | -11* | -44* | -3.0* | -68* | -18* | -70* | -16* | 16 |
| O=c1[nH]cc(S)c(=O)[nH]1 | 99 | 90 | 97 | 99 | 114 | 109 | 105 | 107 |
| NC(CCC(=O)OCc1ccccc1)C(=O)OCc1ccccc1 (stereo unspecified) | 100 | 101 | 96 | 97 | 120 | 96 | . | 102 |
| CC(C)c1cccc(Br)c1 | 101 | 98 | 102 | 98 | 128 | 100 | 93 | 102 |
| O=C(N(c1ccccc1)c1ccccc1)n1ccc2nc(Cl)nc(Cl)c21 | 34 | 52 | 33 | 72 | 47 | 59 | 70 | 42 |
| COc1cccc(C2C3=C(COC3=O)N(CCO)c3cc(OC)c(OC)cc32)c1 (stereo unspecified) | 102 | 101 | 99 | 95 | 99 | . | 102 | 109 |
| O=C1c2ccccc2C(=O)c2c(N=Nc3sc(=O)[nH]c3O)cccc21 | 91 | 98 | 92 | 97 | 102 | 103 | 85 | 95 |
| CCCCNC(=O)Oc1ccc(/C(=C(\C)c2ccccc2)c2ccc(OCCN3CCCCC3)cc2)cc1 | 32 | 42 | 23 | 62 | 62 | 45 | -24* | 57 |
| NS(=O)(=O)c1ccc(NC(=O)CSc2ccc(-c3ccc(Cl)cc3)nn2)cc1 | 88 | 70 | 86 | 51 | 102 | 51 | 83 | 92 |
| C=C1CCOC2(C(O)C(C)(O)CO)NC(=O)C1(O)NC2=O (stereo unspecified) | 102 | 97 | 110 | 100 | 111 | 106 | 108 | 104 |
| CN(C)S(=O)(=O)n1cnc([C@@H]2c3c(ncn3S(=O)(=O)N(C)C)C[C@H]3Cn4c(=O)n(-c5ccccc5)c(=O)n4C[C@H]32)c1 | 95 | 98 | 91 | 98 | 95 | 91 | 99 | 104 |
| CCCCCCCCn1cc(C2=C(c3coc4ccc(OC)cc34)C(=O)NC2=O)c2ccccc21 | 115 | 96 | 92 | 61 | 87 | 90 | 95 | 101 |
| CCOc1cc(CNc2ccc(N3CCOCC3)c(C(=O)O)c2)ccc1OC | 103 | 90 | 82 | 100 | 108 | 105 | 94 | 96 |
| Nc1ncnc2nc(N3CCCCC3)[nH]c12 | 85 | . | 99 | 92 | 98 | 110 | 79 | 104 |
| CC12CCC3C4(C)COC(c5cccc([N+](=O)[O-])c5)OC4CCC3(C)C1CC(C1=CCOC1=O)O2 (stereo unspecified) | 78 | 78 | 83 | 95 | 94 | 97 | 95 | 97 |
| O=C(Nc1ccc(Cl)cc1F)c1cc(I)ccc1O | -1.0* | -1.3* | 47 | 19 | . | -1.8* | 22 | 3.4* |
| C#C[C@@]1(O)[C@@H](CO)O[C@@H](n2cnc3c(-c4ccccc4)ncnc32)[C@@H]1O | 84 | 108 | 82 | 95 | 102 | 103 | 117 | 113 |
| O=C1/C(=N/O)Cc2ccccc21 | 93 | 104 | 104 | 97 | 101 | 88 | . | 102 |
| Cc1cc(=O)n2c(C(=O)NN)nn(-c3ccc(S(N)(=O)=O)cc3)c2n1 | 95 | 100 | 95 | 99 | 101 | 101 | 98 | 103 |
| O=C(Nc1ccc(F)cc1)c1n[nH]c2c1CCCCC2 | . | 95 | 84 | 99 | . | 100 | 106 | 113 |
| O=C1C(=O)N(c2ccccc2)C(c2ccccc2)C1c1ccccc1 (stereo unspecified) | 98 | 103 | 117 | 87 | 111 | 143 | 99 | 114 |
| CC(C)c1ccc(O)c(Cc2cc(C(C)C)ccc2O)c1 | 61 | 76 | 74 | 93 | 102 | 103 | 87 | 87 |
| Cc1ccc(NC(=O)CSc2nc3ccccc3c(=O)n2CCc2ccccc2)c(C(=O)O)c1 | 96 | 100 | 94 | 100 | 97 | . | 98 | 106 |
| CC1CCCC(C)C1O (stereo unspecified) | 96 | 101 | 101 | 97 | 100 | 142 | 105 | 104 |
| Cc1cc(Cc2cc(C)c(O)c(C(=O)O)c2)cc(C(=O)O)c1O | 100 | 93 | 98 | 102 | 107 | 118 | 92 | 92 |
| Cn1cccc([N+](=O)[O-])c1=O | 99 | 109 | 98 | 100 | 97 | 98 | 100 | 117 |
| Nc1ncc(Sc2nc3ccc(Cl)cc3c(=O)n2Cc2ccccc2)s1 | 90 | 86 | 90 | 85 | 116 | 89 | 120 | 101 |
| COc1cc2ncnc(NC3CCC(O)CC3)c2cc1OC (stereo unspecified) | 80 | 97 | 88 | 95 | 92 | 103 | . | 96 |
| c1cc2c3c(c1)CCC3CCC2 (stereo unspecified) | 102 | 100 | 95 | 107 | 111 | 100 | 92 | . |
| O=C(NCCNC(=O)c1cccnc1)c1cccnc1 | 101 | 106 | 103 | 101 | 103 | 100 | . | 114 |
| NNC1C(=O)NC(c2cccc([N+](=O)[O-])c2)c2sc3c(F)cccc3c21 (stereo unspecified) | 108 | 85 | 82 | 95 | 94 | 106 | 111 | . |
| CCOC(=O)c1ccc(NS(=O)c2ccccc2)cc1 (stereo unspecified) | 79 | 104 | 87 | 92 | 87 | 88 | 103 | 100 |
| CCC(C)[C@@H]1NC(=O)[C@@H]2CCCN2C(=O)[C@H](Cc2cc3ccccc3[nH]2)NC(=O)[C@@H]2CCCN2C(=O)[C@H](C(C)C)NC(=O)[C@H](Cc2ccccc2)NC(=O)[C@H](CO)NC1=O (stereo partly specified) | 95 | 92 | 110 | 89 | 106 | 122 | 92 | 125 |
| Cc1ccccc1C(=O)Oc1ccc(Cl)cc1 | 96 | . | 95 | 102 | 110 | 104 | . | 95 |
| O=C(/C=C/c1ccc(Cl)c(Cl)c1)Nc1ncc(Cc2ccc(Cl)c(Cl)c2)s1 | 25 | 10 | 29 | 23 | 47 | 80 | 41 | 76 |
| COc1cccc(CC(C)=C(c2ccc(OCCN3CCCCC3)cc2)c2ccc(OCCN3CCCCC3)cc2)c1 | -42* | -73* | -81* | -92* | 45 | -89* | -69* | -50* |

Profiles from above.
Cc1ccccc1C(=O)Oc1ccc(Cl)cc1 is listed with T-47D = 96; UACC-62 = .; MCF7 = 95; LOX IMVI = 102; BT-549 = 110; MALME-3M = 104; UACC-257 = .; HS 578T = 95
O=C(NCCNC(=O)c1cccnc1)c1cccnc1 is listed with T-47D = 101; UACC-62 = 106; MCF7 = 103; LOX IMVI = 101; BT-549 = 103; MALME-3M = 100; UACC-257 = .; HS 578T = 114

Entries above that contain bromine:
| canonical_smiles | T-47D | UACC-62 | MCF7 | LOX IMVI | BT-549 | MALME-3M | UACC-257 | HS 578T |
| --- | --- | --- | --- | --- | --- | --- | --- | --- |
| Nc1nnc(-c2cncc(Br)c2)c(-c2c[nH]c3ccc(Cl)cc23)n1 | 34 | 74 | 75 | 77 | 96 | 99 | 108 | 77 |
| CC(C)c1cccc(Br)c1 | 101 | 98 | 102 | 98 | 128 | 100 | 93 | 102 |

(cont.)
| canonical_smiles | T-47D | UACC-62 | MCF7 | LOX IMVI | BT-549 | MALME-3M | UACC-257 | HS 578T |
| --- | --- | --- | --- | --- | --- | --- | --- | --- |
| CCOC(=O)c1c2c(n(-c3ccc(C#N)cc3)c1-c1ccccc1)C=CCC2 | 73 | 75 | 76 | 84 | 98 | 103 | 102 | 99 |
| COc1cccc(C(=O)NNC(=O)c2ccc3ccccc3c2)c1 | 102 | 103 | 105 | 103 | 111 | . | 104 | 116 |
| CCOC(=O)CSC1=Nc2c(c(-c3ccccc3)cn2-c2ccc(C)cc2)C2=NCCN12 | 83 | 85 | 94 | 96 | 100 | 105 | 115 | 91 |
| CC(=O)O[C@]1(C(C)=O)CC[C@H]2[C@@H]3C[C@H](Cl)C4=CC(=O)CC[C@]4(C)[C@H]3CC[C@@]21C | 83 | 78 | 95 | 88 | 79 | 95 | 91 | 105 |
| CC1CCc2c(sc3nc(Nc4ccccc4)sc(=O)c23)C1 (stereo unspecified) | 100 | 85 | 93 | 107 | 104 | 117 | 109 | 120 |
| Cc1ccc(-c2nn(-c3ccccc3)cc2/C=C/C(=O)OCc2cn(-c3ccc(C)cc3)nn2)cc1 | 46 | 85 | 77 | 91 | 101 | 92 | 108 | 89 |
| Cc1ccc(NC(=O)NNC(=O)/C=C/c2cn(-c3ccccc3)nc2-c2ccccc2)cc1 | 98 | 93 | 92 | 102 | 107 | 108 | 108 | 105 |
| Clc1ccccc1/C=C1\c2ccccc2-c2nc3ccccc3nc21 | 80 | 89 | 108 | 56 | 82 | 98 | 110 | 117 |
| Cc1[nH]c(C(=O)Nc2ccc(C(N)=O)cc2N2CCOC(C)C2)c(Cl)c1Cl (stereo unspecified) | 83 | 91 | 93 | 94 | 98 | 99 | 108 | 95 |
| N#Cc1ncc(-c2ccc(F)c(F)c2F)c(NC2CCCCCC2)n1 | 63 | 71 | 84 | 85 | 71 | 131 | 82 | 76 |
| CCCCCC(=O)Oc1ccc(OCc2ccccc2)cc1 | 92 | 72 | 83 | 101 | 75 | 86 | 100 | 94 |
| Cc1cc(-c2ccc(N=Nc3c(S(=O)(=O)O)cc4cc(S(=O)(=O)O)cc(N)c4c3O)c(C)c2)ccc1N=Nc1cc(S(=O)(=O)O)c2ccccc2c1O | 100 | 94 | 92 | 106 | 107 | 89 | 98 | 91 |
| c1cc(C2OCCO2)cs1 | 124 | 95 | 102 | 101 | 105 | 113 | 114 | 91 |
| Cc1[nH]n(-c2ccccc2)c(=O)c1/C=C1\SC(=S)N(C)C1=O | 101 | 96 | 93 | 105 | 130 | 99 | 105 | 102 |
| OCCN1CN(c2ccccc2)C(=S)N(c2ccccc2)C1 | 98 | 89 | 108 | 107 | 100 | 100 | 108 | 105 |
| C=C1C(=O)O[C@H]2[C@H]1CC/C(C=Nc1ncncc1N)=C\CC[C@@]1(C)O[C@@H]21 | 66 | 82 | 64 | 82 | 89 | 70 | . | 101 |
| CSc1ccc(C(=O)Nc2ccc3nn(/C(C#N)=C/c4ccccn4)nc3c2)cc1 | -26* | -91* | -79* | . | -90* | -82* | -68* | . |
| COc1cccc(Cc2cc(-c3ccccc3)nn(C/C(=N\O)c3ccccc3)c2=O)c1 | 40 | 58 | 50 | 76 | 93 | 107 | 110 | 76 |
| CC(=O)c1c(C)cc(C)nc1C | 105 | 114 | 94 | 105 | 97 | 105 | 101 | 92 |
| Cc1ccc(C(C#N)c2ccccc2)cc1 (stereo unspecified) | 91 | 102 | 98 | 94 | 114 | 101 | . | 90 |

Compounds were not picked by outcome, and some 11% of all compounds hit somewhere here.
